Source: PubChem BioAssay
Vif-APOBEC3G blk: blocks the Vif interaction with human APOBEC3G; Q9HC16; HeLa A3G-eYFP + Vif (tagged APOBEC3G with the HIV-1 protein that degrades it), YFP fluorescence, overnight; Potency, µM (top dose mostly 46.1 µM), without a hit: top-dose activity, negative = active, actives largely listed as inhibitors; 410,000 compounds, 0.076% hits;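 further: potency means the concentration at half of the fitted maximal effect; on the % scale 0 is the no-effect control and ±100 the full control effect; nearly all actives have a fitted effect of over 60% in size; hits raise eYFP signal because A3G escapes Vif-driven loss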
Target sequence (Q9HC16 whole entry, looked up): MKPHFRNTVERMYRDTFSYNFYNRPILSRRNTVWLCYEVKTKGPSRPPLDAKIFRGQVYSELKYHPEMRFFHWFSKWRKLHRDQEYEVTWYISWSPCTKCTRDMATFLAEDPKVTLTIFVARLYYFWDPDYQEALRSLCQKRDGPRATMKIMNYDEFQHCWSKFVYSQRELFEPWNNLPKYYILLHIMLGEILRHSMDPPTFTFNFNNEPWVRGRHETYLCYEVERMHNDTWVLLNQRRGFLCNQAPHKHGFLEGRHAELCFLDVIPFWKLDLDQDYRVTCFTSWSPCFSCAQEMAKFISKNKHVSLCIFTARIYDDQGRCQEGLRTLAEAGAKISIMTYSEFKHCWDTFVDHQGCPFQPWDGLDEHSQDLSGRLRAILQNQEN
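Read-out is eYFP fluorescence (Ex 488/Em 500-530) from Vif-expressing HeLa A3G-eYFP cells; more signal means A3G escaped Vif-mediated degradation. Cells plated overnight, compound pinned in, incubated overnight at 37 deg C.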
LDHA block: inhibitors of human lactate dehydrogenase A. purified LDHA, NADH/diaphorase-resazurin fluorescence; active compounds read low. activity change, % (values are at about 110 or 230 µM). 480,000 compounds, 0.15% hits. P00338; in the data active means activity change below about -30%; inconclusive means mostly about -25% to -30%;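 further: plate controls were DMSO wells for no effect and wells without enzyme for full effect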
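Human LDH5 (2 nM) was incubated with 0.06 mM NADH and 0.2 mM pyruvate for 5 min at room temperature in Tris pH 7.4. Remaining NADH was coupled through diaphorase/resazurin, and resorufin fluorescence was read at 0 and 20 min.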
TrxR1 substrate: rat thioredoxin reductase 1 substrate activity; O89049; Potency, µM (top dose mostly 114 µM), for inactives: at the top dose activity change, negative = substrate turnover; 390,000 compounds, 0.01% hits; purified TrxR1 substrate turnover, NADPH consumption readout; further: potency means the concentration at half of the fitted maximal effect; on the % scale 0 is the no-effect control and ±100 the full control effect; nearly all actives have a fitted effect of over 50% in size
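Rat TrxR1, dispensed at 90 nM, was prereduced with 400 uM NADPH (final) for 5 min at ~22 deg C, then incubated with compound 15 min before 400 uM selenite. A first-read NADPH fluorescence drop versus no-compound background flagged substrates.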
Glioma ERSR ind: inducers of ER stress response in human glioma cells; U87-MG GRP78 promoter luciferase reporter, 16 h; Potency, µM, for inactives: top-dose activation, usual class: activators; 420,000 compounds, 0.02% hits; AID 602332; further: potency means the concentration at half of the fitted maximal effect; series mostly up to about 76 µM; % of control where 0% means no effect; nearly all actives have a fitted effect of over 35% in size
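ERSR induction read as luciferase luminescence (Bright-Glo, 10 min at room temperature) in stably transfected human U87-MG glioma cells exposed to compounds for 16 h, using GRP78 as sensor.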
IDH1 R132H inh: inhibitors of human mutant IDH1 R132H; O75874; IDH1-R132H enzyme, NADPH consumption, diaphorase/resazurin fluorescence; Potency, µM (titrated, usually from 76.6 µM), for inactives: top-dose activity change, negative = inhibition, most hits filed as inhibitors; 390,000 compounds, 0.093% hits; further: potency means the concentration at half of the fitted maximal effect; on the % scale 0 is the no-effect control and ±100 the full control effect; nearly all actives have a fitted effect of over 65% in size
Target sequence (O75874 whole entry R132H, stated change not applied): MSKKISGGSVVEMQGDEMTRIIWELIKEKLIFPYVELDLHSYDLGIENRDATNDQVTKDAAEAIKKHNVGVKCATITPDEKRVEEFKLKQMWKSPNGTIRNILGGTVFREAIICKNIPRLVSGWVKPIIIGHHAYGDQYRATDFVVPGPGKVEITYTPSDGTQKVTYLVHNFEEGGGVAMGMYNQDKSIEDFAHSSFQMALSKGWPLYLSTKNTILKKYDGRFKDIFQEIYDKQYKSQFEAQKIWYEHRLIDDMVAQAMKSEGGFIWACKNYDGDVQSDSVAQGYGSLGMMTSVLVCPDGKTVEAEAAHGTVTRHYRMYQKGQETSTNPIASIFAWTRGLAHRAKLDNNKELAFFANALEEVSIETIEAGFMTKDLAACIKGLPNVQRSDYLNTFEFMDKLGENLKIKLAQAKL
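IDH1-R132H (0.5 ug/mL dispensed) in pH 7.5 Tris buffer was preincubated 30 min with compound, then given a substrate mix of 0.016 mM NADPH and 2 mM alpha-KG for 80 min at room temperature; remaining NADPH was read by diaphorase/resazurin fluorescence.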
rTrxR1 inhibitor: rat TrxR1 inhibition; recombinant rTrxR1, NADPH fluorescence consumption, selenite substrate; 390,000 compounds, 1% hits; AID 588453; Potency, µM (series often up to 114 µM), inactives show top-dose activity change, negative = inhibition, most hits filed as inhibitors; further: potency means the concentration at half of the fitted maximal effect; on the % scale 0 is the no-effect control and ±100 the full control effect; nearly all actives have a fitted effect of over 65% in size
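Rat TrxR1 (90 nM in the dispensed reagent) was pre-reduced with 400 uM NADPH for 5 min at room temperature, then incubated with compound for 15 min. After 400 uM selenite was added, NADPH fluorescence (Ex 340/Em 450 nm) was followed for 8 min.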
USP1 inh: inhibitors of human USP1/UAF1 deubiquitinase. O94782. recombinant USP1/UAF1, Ub-Rhodamine cleavage fluorescence. Potency, µM (doses to about 57.1 µM), for the others: at the highest dose activity change, negative = inhibition, usual class: inhibitors. 390,000 compounds, 0.23% hits. AID 743255; further: potency means the concentration at half of the fitted maximal effect; on the % scale 0 is the no-effect control and ±100 the full control effect; nearly all actives have a fitted effect of over 60% in size; inactives centre near -12
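USP1/UAF1 complex at 1 nM was preincubated with compound for 15 min at room temperature, then Ub-Rho substrate (150nM final) was added. Fluorescence (480/540 nm) was read kinetically, 6 reads every 60 seconds.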
Vif-A3F inh: inhibitors of Vif-A3F interaction. HeLa A3F-eYFP + Vif (tagged APOBEC3F with the HIV-1 protein that degrades it), YFP fluorescence increase. Potency, µM (top dose mostly 46.1 µM), without a hit: at the top dose activity, negative = active. 390,000 compounds, 0.2% hits; further: potency means the concentration at half of the fitted maximal effect; % of control where 0% means no effect; nearly all actives have a fitted effect of over 65% in size
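HeLa cells stably expressing A3F-eYFP plus Vif, plated and incubated overnight at 37 deg C, then exposed to compounds overnight at 37 deg C. Blocked degradation read as raised yellow fluorescence (Ex 488/Em 500-530).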
RGS4 inhibitor: blocks human RGS4-accelerated GTP hydrolysis; Transcreener GDP fluorescence polarization, RGS4-accelerated GTP hydrolysis; Potency, µM (top dose mostly 114 µM), inactives show top-dose activity change, negative = inhibition, usual class: inhibitors; 390,000 compounds, 0.039% hits; further: potency means the concentration at half of the fitted maximal effect; on the % scale 0 is the no-effect control and ±100 the full control effect; nearly all actives have a fitted effect of over 75% in size; some results filed as inactive show a strong effect at the top dose
Target sequence (P49798 whole entry, looked up): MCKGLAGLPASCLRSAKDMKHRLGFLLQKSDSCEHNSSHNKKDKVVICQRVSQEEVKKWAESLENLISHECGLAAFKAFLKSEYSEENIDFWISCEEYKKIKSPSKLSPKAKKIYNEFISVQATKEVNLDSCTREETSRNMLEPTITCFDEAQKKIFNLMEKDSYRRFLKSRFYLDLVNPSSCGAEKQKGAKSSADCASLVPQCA
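MLSMR compounds (23 nl, pin-transferred) preincubated 10 min at room temperature with a 500nM (2x) first reagent, then RGS4 at 900nM (2x) plus Transcreener GDP mix added; fluorescence polarization (620/688 nm) read before and after 90 min at 30 °C.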
Starred values were filed as active, the others as inactive; ? = inconclusive; . = no result given; & = joins results of further samples; [ ] = remark or other dose. Unless noted, the call rests on the fitted dose curve; in most records, active means well fitted curve in the direction sought with a large enough effect; inconclusive means small, poorly fitted or top-dose-only effect, or another doubt; inactive means no such curve, though single readings can be large; an effect the other way counts as inactive or inconclusive. Only part of the results is shown; the hit share may differ from the screen's.

Vif-APOBEC3G blk	LDHA block	TrxR1 substrate	Glioma ERSR ind	IDH1 R132H inh	rTrxR1 inhibitor	USP1 inh	Vif-A3F inh	RGS4 inhibitor	compound
0%	-2	-11%	-5%	4%	?	-16%	4%	?	Cc1ccc(C2=NN(C(=O)CN3CCN(C4CCS(=O)(=O)C4)CC3)C(c3ccco3)C2)cc1 (stereo not given)
-4%&0%	-6&-1	7%[57.1 µM]	-2%&-4%	8%&-3%	15%[57.1 µM]	-15%&-4%	-9%&2%	-47%&12%	CCc1ccc(NC(=O)CCNC(=O)Cn2cnc3ccccc3c2=O)cc1
-4%	0	-2%	2%	-1%	-2%	3%	2%	17%	OCCC1CN(Cc2ccc(Oc3ncccn3)cc2)CCN1C1CCCC1 (stereo not given)
1%	17	0%	-5%	3%	3.5µM*	-13%	-16%	?	CC(C)(C)c1cc(CN(CCO)CCO)cc(C(C)(C)C)c1O
-1%	-6	-12%	6%	3%	-4%	-9%	9%	-3%	COc1cc(N=Nc2ccc(C)cc2S(N)(=O)=O)c(C)cc1N
-3%	-5	7%[57.1 µM]	-2%	-4%	-3%[57.1 µM]	-2%	-11%	15%	Cc1oc(-c2ccc(Cl)cc2)nc1CN1CCC(C(=O)NCCCN2CCCC2=O)CC1
-1%	-1	3%	-2%	17%	-8%	-17%	-1%	-4%	COCCN(Cc1ccco1)C(=O)Cn1ncc2c(=O)oc3ccccc3c21
-4%	-2	-7%	7%	-11%	7%	-29%	-7%	11%	CC(=O)c1sc(NC(=O)c2cccs2)nc1C
-1%	-7	-7%	6%	1%	-7%	-7%	-6%	-7%	Cn1cccc1/C=N/NC(=O)C12CC3CC(CC(C3)C1)C2
3%	4	-1%[57.1 µM]	2%	-2%	?	-16%	1%	-29%	CCCCC1(C)OC(=O)C(=Cc2ccc(N(CC)CC)cc2)C(=O)O1 (stereo not given)
0%	2	2%	-4%	-1%	-15%	-3%	7%	-7%	NC(=O)c1ccc[n+](CC(=O)c2ccc(Cl)c(Cl)c2)c1
3%	-9	-2%	2%	8%	10%	-13%	0%	-9%	Cc1ccccc1NC(=O)c1ccccc1
-1%	-4	-5%	-7%	-7%	9%	-26%	-5%	16%[11.4 µM]	COC(=O)c1ccc(NC(=O)CCc2nnc3ccc(N4CCC5(CC4)OCCO5)nn23)cc1
2%	-5	7%[57.1 µM]	4%	6%	15%	-15%	0%	4%	CCOC(=O)N1CCN(C(=O)CSCc2ccccc2C)CC1
-1%	1	-5%	-2%	2%	3%	3%	5%	-1%	COc1cccc(CN=c2c([N+](=O)[O-])nn(-c3ccccc3C)n2O)c1

Shown as tab-separated lines: entries from further up
Structure	Vif-APOBEC3G blk	LDHA block	TrxR1 substrate	Glioma ERSR ind	IDH1 R132H inh	rTrxR1 inhibitor	USP1 inh	Vif-A3F inh	RGS4 inhibitor
Cc1ccc(C2=NN(C(=O)CN3CCN(C4CCS(=O)(=O)C4)CC3)C(c3ccco3)C2)cc1 (stereo not given)	0%	-2	-11%	-5%	4%	?	-16%	4%	?
CCc1ccc(NC(=O)CCNC(=O)Cn2cnc3ccccc3c2=O)cc1	-4%&0%	-6&-1	7%[57.1 µM]	-2%&-4%	8%&-3%	15%[57.1 µM]	-15%&-4%	-9%&2%	-47%&12%
OCCC1CN(Cc2ccc(Oc3ncccn3)cc2)CCN1C1CCCC1 (stereo not given)	-4%	0	-2%	2%	-1%	-2%	3%	2%	17%
CC(C)(C)c1cc(CN(CCO)CCO)cc(C(C)(C)C)c1O	1%	17	0%	-5%	3%	3.5µM*	-13%	-16%	?
COc1cc(N=Nc2ccc(C)cc2S(N)(=O)=O)c(C)cc1N	-1%	-6	-12%	6%	3%	-4%	-9%	9%	-3%
Cc1oc(-c2ccc(Cl)cc2)nc1CN1CCC(C(=O)NCCCN2CCCC2=O)CC1	-3%	-5	7%[57.1 µM]	-2%	-4%	-3%[57.1 µM]	-2%	-11%	15%
COCCN(Cc1ccco1)C(=O)Cn1ncc2c(=O)oc3ccccc3c21	-1%	-1	3%	-2%	17%	-8%	-17%	-1%	-4%

More results
Vif-APOBEC3G blk	LDHA block	TrxR1 substrate	Glioma ERSR ind	IDH1 R132H inh	rTrxR1 inhibitor	USP1 inh	Vif-A3F inh	RGS4 inhibitor	compound
0%	-2	-1%	0%	-6%	8%	-4%	-4%	-11%	CCOC(=O)c1cc(C(C)=O)c(=O)[nH]c1C
0%	-2	83%[activator][57.1 µM]	2%	3%	23%[57.1 µM]	-12%	2%	2%	CCOc1ccc(-c2cc(C(=O)N3CCN(C)CC3)c3ccccc3n2)cc1
-1%	3	1%	3%	-5%	-9%	-3%	-10%	11%	Cc1ccc(S(=O)(=O)CCC(=O)N2CCN(c3ccccc3O)CC2)cc1
1%	-4	5%[57.1 µM]	4%	-4%	19%[57.1 µM]	-11%	-15%	23%	Cc1ccc(N2C(=O)NC(NS(=O)(=O)c3ccc(C)cc3)(C(F)(F)F)C2=O)cc1 (stereo not given)
-7%	-4	10%[57.1 µM]	0%	4%	9%[57.1 µM]	-11%	-6%	11%	COc1ccc(NC(=O)c2cc(C)nn2-c2ccccc2)cc1
-1%	-6	11%	-3%	4%	-5%	-16%	-6%	5%	O=C(NCCN1CCOCC1)C1CC(=O)N(c2ccc(F)c(Cl)c2)C1 (stereo not given)
-3%	-10	-10%	-2%	5%	10%	-5%	13%	-1%	CCSc1ccccc1C(=O)Nc1ccc([N+](=O)[O-])cc1OC
1%	2	-13%	-6%	-2%	-14%	-9%	.	-6%	Cc1cc(C)n(-c2cc(N3CCN(C(=O)c4cccc(Br)c4)CC3)ccc2[N+](=O)[O-])n1
5%	-7	-6%	-5%	-6%	-1%	-15%	-8%	28%	COCCNC(=O)c1ccc(N2CC3CC(C2)c2cccc(=O)n2C3)c(NC(=O)c2ccc(F)cc2)c1 (stereo not given)
-1%	1	-12%	1%	3%	-14%	3%	-24%	6%	Cc1ccc(F)cc1CNC(=O)C1CCC(=O)N(C2CC2)C1 (stereo not given)
1%	-5	2%	-2%	1%	-7%	-17%	-8%	-5%	Cc1ccc(C)c(S(=O)(=O)Nc2ccc(C(=O)NCC(c3ccco3)N(C)C)cc2)c1 (stereo not given)
0%	-2	-12%	-8%	2%	14%[57.1 µM]	-13%	1%	12%	O=C(NN1C(=O)C2C(C1=O)C1C=CC2C12CC2)c1cccnc1 (stereo not given)
-2%	-2	.	4%	8%	151%[activator]	-16%	1%	-17%	COc1cccc(/C=C/c2nc(C#N)c(NCCN(C)C)o2)c1
-1%	-8	-2%	-1%	1%	-9%	-16%	1%	3%	Cc1cccc(NC(=S)NCCO)c1C
-1%	-4	4%[57.1 µM]	5%	4%	14%[57.1 µM]	-22%	?	-42%	O=C(NC(=S)Nc1nc2ccc(F)cc2s1)c1ccco1

Additional compounds:
Vif-APOBEC3G blk	LDHA block	TrxR1 substrate	Glioma ERSR ind	IDH1 R132H inh	rTrxR1 inhibitor	USP1 inh	Vif-A3F inh	RGS4 inhibitor	compound
1%	-9	-7%	-4%	7%	15%	8%	1%	11%	Cc1cc(OC(C)C(=O)N2CCC(c3nc4ccccc4o3)CC2)ccc1Cl (stereo not given)
0%	-6	-14%	-2%	2%	-5%	-6%	4%	-5%	CN(C(=O)c1ccccc1C(=O)OCC(=O)c1ccc(Br)cc1)c1ccccc1
3%	-10	14%[57.1 µM]	-6%	4%	17%[57.1 µM]	-9%	4%	8%	CCN1C(=O)[C@H]2[C@@H](c3ccc(SC4CCCCC4)cc3)N3CCCC[C@@]3(C(=O)OC)[C@H]2C1=O
-1%	-4	-1%	0%	-14%	12%	-16%	-8%	-8%	O=C(CSc1ccccc1F)NNC(=O)c1ccncc1
1%	-10	0%	-7%	5%	-6%	-8%	-2%	-12%	CCOc1ccccc1NC(=O)C1CCN(S(=O)(=O)c2c(C)noc2C)CC1
2%	-8	-13%	-1%	-3%	-16%	-5%	8%	8%	Cc1cc(C)cc(N(CC(=O)Nc2ccccc2-c2ccccc2)S(=O)(=O)c2ccccc2)c1
2%	-2	-1%	-4%	-6%	7%	-18%	3%	13%	O=C(NCCCN1CCN(c2ccccc2F)CC1)C1CC(=O)N(C2CCCC2)C1 (stereo not given)
0%	-7	-5%	0%	-4%	-11%	-2%	9%	7%	CN(CC(=O)Nc1ccccc1Cl)C(=O)c1ccccc1SCC(=O)N1CCCC1
0%	-17	7%	-4%	-12%	20%	-18%	-25%	-10%	CCC(=O)NC(=S)Nc1ccc(NC(=O)c2cc3ccccc3o2)c(OC)c1
0%	-1	-3%[57.1 µM]	-5%	-8%	9%[57.1 µM]	-7%	2%	-32%	O=C(CN1CCN(S(=O)(=O)c2ccc(Br)cc2)CC1)N/N=C/c1ccc(Br)s1
